WT yeast gro inh: growth inhibition of WT yeast, mitochondrial fusion screen. mitochondrial fusion phenotypic screen, WT strain. inhibition, % at 10 µM. 190,000 tested, 2.1% active. AID 1362; in the data active = inhibition above about 58%; tested in S. cerevisiae
Autophagy mod: alters autophagy in cells. MEF GFP-LC3 puncta imaging; test concentration mostly 10 µM. calls only at 10 µM (by protocol). 190,000 tested, 0.98% active;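 active = percentage of spot-positive cells more than 3 SD above its plate mean, without a fluorescence outlier flag or 80% toxicity; inconclusive = no clear call, values can overlap the other calls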;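 also: spot-positive cell cutoff set from DMSO-treated cells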
HIV peptide binding: cell-free HIV fusion peptide-binding blockers – biochemical, uHTS, fluorescence dequenching, primary screen (AID 1986); cell-free peptide binding, fluorescence dequenching, 30 min; higher % means a stronger effect; one-dose inhibition, % at 20 µM; IC50 in µM for titrated hits; 290,000 tested, 0.3% active; in the data active = inhibition mostly above about 52%, no sharp cut-off; inactive = mostly below about 76%; also: some results filed as inactive read as strong as hits
Ins promoter up: MIN6 insulin promoter up-regulation; AID 1625; MIN6 insulin promoter-GFP reporter, high-content imaging; stronger effect = higher value; z-score at 5 µM; 190,000 tested, 0.3% active;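 active = z-score above 3 at 5 µM with at least 500 cells counted in the well; inconclusive = wells under 500 cells, flagged as cytotoxic or low count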
MT stabilizer: stabilizes microtubules in HeLa cells; 200,000 tested, 0.83% active; % tubulin-high responders, % at 10 µM; HeLa tubulin immunostaining HCS, 24 h; share of cells brighter than vehicle mean+2SD;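 active = plate Z-score above 3 for both tubulin-high and condensed-nucleus cell shares, with cell loss under 80%, at 10 µM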;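 also: anti alpha tubulin signal scored within the nucleus-defined area of each cell; some results filed as inactive read as strong as hits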
b-catenin transl: modulators of beta-catenin nuclear translocation; HeLa beta-catenin nuclear translocation, immunofluorescence imaging; nuclear translocation activity, % at 5 µM; 190,000 tested, 0.3% active;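 active = nuclear translocation activity above 50% at 5 µM, with a well cell count of 50 or more; inconclusive = wells under 50 cells across six images, flagged as toxic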;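 also: per-cell ratio of nuclear to cytoplasmic median beta-catenin stain intensity; plate controls were DMSO negative control for no effect and GSK-3 inhibitor IX positive control for full effect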
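System: HeLa cells, endogenous beta-catenin; compound dosing: 5 µM primary single dose, 0.1% DMSO, 0.02–20 µM confirmation series; incubation: 24 h compound exposure at 37°C, 5% CO2; signal: beta-catenin immunofluorescence imaging with DAPI; evaluation: % activation, nuclear-to-cytoplasmic median beta-catenin signal ratio per cell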
Dynein cargo inh: blocks dynein driven cargo transport along microtubules. z-score, hits read low. 3617.4 mouse cells, GR-EGFP nuclear translocation imaging; test concentration mostly 20 µM; stimulated with dexamethasone, 1 µM; stronger effect = lower value. AID 1381. 220,000 tested, 0.47% active;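 active = plate z-score of nuclear minus cytoplasmic receptor signal below a set negative limit, without overly bright fluorescence or cell loss, cut at about -3.5 in these data, passing the limit was not always enough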;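 also: z-score of nuclear minus cytoplasmic ring GR-EGFP intensity difference per well; some compounds called inactive have numbers as strong as hits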
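Buffer or medium: tetracycline-free induction medium containing charcoal-stripped FBS / Reagent: dexamethasone agonist, 1.0 µM final, for 30 min / Technique: automated 10x imaging of fixed Hoechst-stained cells / Times: induction 48 h, compound 1 h, agonist 30 min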
AID2073: inhibitors of Mint1-CaV2.2 protein interaction, biochemical, HTRF (AID 2073) | HTRF protein-protein interaction, Mint1-CaV2.2; higher % means a stronger effect | one-dose inhibition, % at 20 µM; IC50 in µM for titrated hits | 290,000 tested, 0.19% active; in the data active = inhibition mostly above about 51%, no sharp cut-off; inconclusive = no clear call, values can overlap the other calls; inactive = mostly below about 53%; also: some results filed as inactive read as strong as hits
Yfh1-off respiration: mitochondrial function rescue without frataxin homolog – Friedreich's ataxia, plus single-dose screen, dose response (AID 1465). fold induction at 50 µM; hits with a dose series show EC50 in µM. 220,000 tested, 0.074% active. S. cerevisiae Yfh1-off respiration, WST-1 reduction, 72 h; higher fold induction means a stronger effect;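 active = fold induction of absorbance versus untreated yeast above a set limit, then at least 30% activation at any dose in follow-up; inconclusive = repeats straddling the limit, or above it without dose testing; inactive = fold induction below the set limit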;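 also: activators that raise dye reduction in frataxin-depleted yeast; strong numbers were not always called active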
WT yeast gro inh mutant strain: recorded beside WT yeast gro inh, whose call it bears; inhibition, %; mitochondrial fusion phenotypic screen, mutant strain inhibition
Dynein cargo inh cytoplasmic EGFP: recorded beside Dynein cargo inh, whose call it bears; z-score; measured here: cytoplasmic GR-EGFP intensity; stronger effect = higher value
Dynein cargo inh nuclear GR-EGFP: further read-out of Dynein cargo inh, marked with its call; z-score; measured here: nuclear GR-EGFP intensity;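 lower value marks the stronger effect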
Dynein cargo inh cell count: recorded beside Dynein cargo inh, whose call it bears; z-score; measured here: cell count per field
Ins promoter up cell count: second read-out of Ins promoter up, no call of its own (marks repeat the call); cell count; measured here: cytotoxicity, nuclei count;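 total cells summed across four imaged fields per well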
b-catenin transl cell count 5 µM: recorded beside b-catenin transl, whose call it bears; cell count; measured here: cell count, cytotoxicity flag
MT stabilizer Hoechst-high %: second read-out of MT stabilizer, no call of its own (marks repeat the call); % Hoechst-high responders; measured here: nuclear condensation Hoechst responders;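 share of cells brighter than vehicle mean plus two SD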
MT stabilizer cytotoxicity %: further read-out of MT stabilizer, marked with its call; toxicity, %; measured here: cytotoxicity by cell density;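 0% = mean cell density of plate MIN control wells and 100% = no cells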
Autophagy mod cell loss 18 h: also measured in Autophagy mod; calls as there; toxicity, %; measured here: cell loss, nuclei count;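 cell loss after 18 h compound exposure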
Numbers without * were called inactive; i = inactive; ? = inconclusive; · = no result given. Rows are unselected. About 4.2% of those tested had a hit in this group.

SMILES | WT yeast gro inh | WT yeast gro inh mutant strain | Autophagy mod | Autophagy mod cell loss 18 h | HIV peptide binding | Ins promoter up | Ins promoter up cell count | MT stabilizer | MT stabilizer Hoechst-high % | MT stabilizer cytotoxicity % | b-catenin transl | b-catenin transl cell count 5 µM | Dynein cargo inh | Dynein cargo inh cytoplasmic EGFP | Dynein cargo inh nuclear GR-EGFP | Dynein cargo inh cell count | AID2073 | Yfh1-off respiration
CC1CCN(c2ncccc2C(=O)O)CC1 | -7 | 18 | i | 14 | 0.3% | 1 | 1403 | 2.9 | 2.6 | 10 | 0.2 | 1395 | -1.2 | -0.37 | -0.47 | 0.48 | 3% | i
CS(=O)(=O)N1CCN(c2ccccc2NC(=O)Cc2ccc(Cl)cc2)CC1 | 0 | 2 | i | 4 | 2.2% | -0.16 | 1341 | 3.1 | 1.9 | 7.6 | · | · | -0.7 | 0.021 | -0.94 | 0.38 | ? | i
Fc1ccc(CSc2ccc(-c3cccs3)nn2)cc1 | 0 | 3 | i | -15 | -0.2% | 0.32 | 1570 | 5.0 | 2.1 | 6.7 | -0.1 | 1145 | 0.71 | -0.19 | 0.51 | -0.073 | -1% | i
CCOc1ccc(CONS(=O)(=O)c2ccc(NC(C)=O)cc2)cc1Cl | 9 | 15 | i | 13 | -1.7% | -0.4 | 1203 | 2.5 | 1.6 | 7.0 | -3.7 | 537 | 1 | -0.3 | 0.15 | -0.6 | 4% | i
Cc1ccc(C(=O)Nc2ccnc(-c3cccnc3)n2)cc1 | 2 | -5 | i | -12 | 0.0% | 0.15 | 1187 | 0.9 | 1.8 | 4.8 | -0.7 | 1060 | -0.73 | -0.2 | -1 | 0.35 | 12% | i
COC(=O)c1ccc(CN2CCN(CCCc3ccccc3)C(CCO)C2)cc1 (stereo not drawn) | -3 | 3 | i | 18 | 1.0% | -0.79 | 1535 | 3.4 | 2.0 | 10 | 1.0 | 953 | -1.1 | -0.29 | -0.73 | 1.2 | 10% | i
CCOC(=O)c1c(NC(=O)c2ccoc2C)sc(C)c1C | 0 | -109 | i | -2 | 1.2% | -0.57 | 965 | 2.5 | 1.0 | 6.2 | -1.5 | 1244 | 0.91 | -0.17 | 1.1 | 0.27 | 2% | i
COc1ccc([N+](=O)[O-])cc1NC(=O)C(C)OC(=O)c1ccccc1C(=O)c1ccc(Cl)cc1 (stereo not drawn) | -4 | -6 | i | -12 | 0.4% | -0.87 | 1422 | 1.8 | 3.0 | 18 | -0.5 | 1064 | 0.31 | -0.24 | 0.21 | 0.19 | 9% | i
COc1ccc(N2CCN(C(CNC(=O)C(=O)NCCCn3ccnc3)c3ccco3)CC2)cc1 (stereo not drawn) | 2 | 8 | i | 6 | 0.1% | -0.05 | 1298 | 1.3 | 1.9 | 7.2 | -1.9 | 1152 | -0.6 | -0.37 | -0.56 | 1.6 | -1% | i
O=C(C1=C[C@H](c2ccc(C(F)(F)F)cc2)C[C@H](OCCCCO)O1)N1CCN(Cc2ccc3c(c2)OCO3)CC1 | 38 | -7 | i | 24 | -1.7% | -0.58 | 1529 | 2.0 | 1.4 | 8.0 | 2.1 | 1040 | 0.13 | -0.23 | 0.48 | -0.7 | -4% | i
CC[C@H](C)[C@@H]1NC(=O)c2cc([N+](=O)[O-])cc(I)c2SC[C@@H](C(N)=O)NC(=O)[C@H](CCCCN)NC1=O | 0 | -14 | i | 3 | -2.2% | 1.1 | 1192 | 1.8 | 2.9 | 6.5 | · | · | 0.96 | -0.26 | 0.77 | 0.22 | 4% | i
CCOC(=O)c1c(P(=O)(N2CCOCC2)N2CCOCC2)noc1N | -7 | -8 | i | -3 | -2.5% | · | · | 1.1 | 1.3 | 6.2 | -3.4 | 979 | -0.31 | -0.22 | -0.033 | 0.031 | 26% | i
CCOc1ccc(N2CC(C(=O)NCc3ccc(C)n3C)CC2=O)cc1 (stereo not drawn) | 17 | 13 | i | 0 | 3.1% | -0.49 | 1329 | 4.9 | 2.3 | 2.2 | 0.6 | 1095 | 0.14 | -0.23 | 0.34 | -0.52 | -12% | i
C1=C(CCNc2ncnc3c2cnn3-c2ccccc2)CCCC1 | 4 | -11 | · | · | -2.0% | · | · | · | · | · | -7.2 | 1172 | · | · | · | · | -2% | i
Cc1ccc(S(=O)(=O)n2c(CN3CCCC(C)C3)nc3ccccc32)cc1 (stereo not drawn) | 3 | 3 | i | 44 | -1.4% | · | · | 1.8 | 1.1 | 6.0 | · | · | 0.88 | -0.21 | 1.1 | -0.19 | 12% | i
CC1=C(C#N)C(c2ccoc2)C(C(=O)OCc2ccccc2)=C(N)S1 (stereo not drawn) | -5 | -4 | i | 6 | -1.8% | 1.3 | 1638 | 1.5 | 1.5 | 2.0 | -1.9 | 1083 | 0.58 | -0.11 | 0.18 | 0.53 | -12% | i
COc1ccc(NC(=O)c2onc(C)c2Cl)cc1 | · | · | · | · | -0.9% | 0.47 | 1037 | · | · | · | 3.6 | 1284 | -0.18 | -0.23 | 0.52 | 0.021 | 16% | i
COc1ccc(NC(=O)C(Sc2nnc(-c3ccncc3)n2-c2ccccc2C)c2ccccc2)cc1Cl (stereo not drawn) | -12 | -11 | i | 21 | 5.2% | -0.48 | 1485 | 2.2 | 5.1 | 12 | 3.2 | 1023 | -0.46 | -0.22 | -0.47 | 0.051 | 13% | i
O=C(Nc1cccc2ncccc12)c1cccnc1 | -28 | -46 | i | -8 | -1.1% | 0.75 | 1745 | 3.4 | 1.7 | 4.9 | 0.4 | 980 | 0.053 | -0.21 | -0.65 | 1.4 | -8% | i
Cn1c(N)c(C(=O)CSc2nnnn2-c2ccccc2)c(=O)n(C)c1=O | · | · | · | · | 3.3% | 0.1 | 1243 | · | · | · | 0.4 | 1294 | -0.9 | -0.26 | -0.65 | 0.89 | 39% | i
N/C(=N\OC(=O)CCCOc1ccccc1)c1cccc([N+](=O)[O-])c1 | 3 | 12 | i | 11 | 1.2% | -0.13 | 1614 | 4.6 | 1.4 | 0.8 | -3.4 | 1110 | -0.054 | -0.26 | 0.15 | 0.4 | -12% | i
O=C1c2ccccc2NC(c2ccccc2Cl)N1N=C1CCCCCC1 (stereo not drawn) | 9 | -3 | i | 3 | -2.0% | 0.12 | 1323 | 2.4 | 2.7 | 4.0 | 1.4 | 1061 | -0.54 | -0.28 | -0.52 | 0.82 | 6% | i
Cn1ncc(Br)c1C(=O)Nc1cccc(C(F)(F)F)c1 | · | · | · | · | -2.5% | 0.72 | 995 | · | · | · | 1.2 | 1313 | 0.61 | -0.18 | 0.78 | -1.1 | 1% | i
CCOc1ccccc1Nc1nnc(SCC(=O)NC(Cc2c[nH]c3ccccc23)C(=O)O)s1 (stereo not drawn) | -8 | -9 | i | 8 | 22% | 0.16 | 1183 | 2.6 | 1.5 | 13 | 0.8 | 1056 | 1.3 | -0.056 | 1.2 | -1.9 | 22% | i
COc1ccc(-c2cc(C(F)(F)F)n3ncc(C(=O)Nc4c(C)n(C)n(-c5ccccc5)c4=O)c3n2)cc1 | -12 | 0 | i | -4 | 0.9% | -0.02 | 1108 | 2.6 | 2.4 | 1.1 | 1.6 | 1512 | -0.24 | -0.15 | -0.19 | 0.41 | 14% | i
C=CCOc1ccc(C2C(C(=O)c3ccco3)=C(O)C(=O)N2c2nnc(C)s2)cc1 (stereo not drawn) | -4 | -3 | i | -10 | 22% | 0.36 | 1057 | 2.1 | 1.6 | 0.2 | -0.5 | 1435 | -0.82 | -0.2 | -0.59 | -0.048 | 3% | i
O=C(NCCCNCCCNC(=O)c1ccc(/C=N/O)nc1)c1ccc(/C=N/O)nc1 | · | · | · | · | -1.1% | 1.6 | 923 | · | · | · | 0.7 | 1309 | -0.64 | 0.017 | 0.13 | 0.59 | 14% | i
COc1ccc(CC(=O)NCCC2=CCCCC2)cc1 | 13 | 11 | i | 22 | 0.4% | -0.72 | 1629 | 1.8 | 2.1 | 8.2 | -1.4 | 1045 | 2.3 | 0.11 | 1.4 | -1.2 | -7% | i
CCOc1ccccc1N(C(C)=O)S(=O)(=O)c1ccc(Cl)cc1 | 4 | 25 | i | 21 | -1.0% | -0.52 | 1276 | 3.6 | 2.3 | 4.7 | -3.4 | 1099 | 0.67 | -0.21 | 0.62 | -0.56 | 2% | i
COc1ccc(CCNS(=O)(=O)c2ccc3oc(C(=O)O)c(C)c3c2)cc1OC | 4 | 1 | i | 2 | 0.5% | · | · | 2.9 | 2.1 | 3.8 | -0.2 | 1101 | -1.4 | -0.21 | -1.2 | 0.58 | 1% | i
CCOC(=O)Cn1c(C)c(Br)c(COC)c(C#N)c1=O | · | · | · | · | 0.6% | 0.05 | 1143 | · | · | · | 0.0 | 1313 | -1.2 | -0.24 | -0.013 | 0.59 | -3% | i
Cc1nc2ccccc2n1/N=C/c1ccc([N+](=O)[O-])o1 | · | · | i | 9 | · | · | · | 0.9 | 2.8 | 19 | · | · | -1.4 | 0.13 | -0.65 | 0.32 | · | i
CCCCCc1ccc(OCCCC[n+]2ccc(C)cc2)c(CCCCC)c1 | 98* | 94* | i | -8 | 2.0% | ? | · | · | · | · | -0.1 | 903 | -1.1 | 4.2 | 0.3 | -4.6 | 14% | i
O=c1[nH]nc(-c2ccc(F)cc2)cc1Cc1ccccc1 | · | · | · | · | -1.1% | -0.69 | 1034 | · | · | · | 0.3 | 1284 | 0.25 | -0.28 | 0.71 | -0.4 | 6% | i

From PubChem BioAssay
